Compound activity as filed in PubChem.
RmlCD inh 1536: blocks M. tuberculosis RmlC and RmlD coupled enzymes; P9WH09+P9WH11; RmlC+RmlD coupled enzyme assay, percent inhibition; primary screen in compound mixtures; inhibition, % at 3.6 µM; hit rate 0.03% among 160,000; in the data active = inhibition mostly above about 34%, no sharp cut-off; note: some results filed as inactive read as strong as hits
Target sequence (P9WH09 whole entry, looked up): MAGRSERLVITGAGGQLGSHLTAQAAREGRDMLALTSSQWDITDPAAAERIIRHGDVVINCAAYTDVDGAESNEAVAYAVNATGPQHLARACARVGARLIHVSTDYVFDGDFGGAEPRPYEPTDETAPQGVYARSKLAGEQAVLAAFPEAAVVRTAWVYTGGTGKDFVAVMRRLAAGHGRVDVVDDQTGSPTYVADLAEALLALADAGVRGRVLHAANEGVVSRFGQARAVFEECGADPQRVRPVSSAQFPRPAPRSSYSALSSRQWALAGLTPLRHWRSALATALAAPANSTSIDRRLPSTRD
Target sequence (P9WH11 whole entry, looked up): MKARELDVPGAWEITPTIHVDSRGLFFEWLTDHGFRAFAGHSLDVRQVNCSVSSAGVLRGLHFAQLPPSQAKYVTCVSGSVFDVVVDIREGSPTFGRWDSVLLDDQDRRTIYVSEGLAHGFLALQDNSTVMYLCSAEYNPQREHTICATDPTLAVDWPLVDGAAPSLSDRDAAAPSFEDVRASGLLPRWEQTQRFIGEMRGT
GlmU inhibition: inhibition of mycobacterial GlmU enzyme – biochemical, glucosamine-1-phosphate acetyltransferase (AID 1376); hit rate 0.25% among 220,000; one-dose inhibition, %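 (tested at 30 µM in the primary screen)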; IC50 in µM for titrated hits; M. tuberculosis GlmU acetyltransferase enzyme assay; higher % means a stronger effect; in the data active = inhibition above about 13%;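 note: 0% = complete reaction with vehicle and 100% = reaction without substrate; strong numbers were not always called active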
The depositor's hits bear a star; . = no result given. An excerpt, so the mix of outcomes need not match the whole.

SMILES | RmlCD inh 1536 | GlmU inhibition
Brc1c(CSc2nncn2-c2ccccc2)nc2ncccn12 | -5 | 0.5%
Cc1cc(NC(=O)CCN2C(=O)/C(=C\c3ccccc3)SC2=S)no1 | -14 | -0.9%
O=C(NNc1nc2ccccc2s1)Nc1ccc(F)cc1 | . | 4.9%
NC(=O)C1CCN(C2=C(Cl)C(=O)c3ccccc3C2=O)CC1 | 9 | 1.5%
COc1ccc(-c2cc(=O)oc3cc(OC(=O)C4CCCCC4)ccc23)cc1 | . | -6.9%
COc1ccc2ccccc2c1CN1CCCC(CO)C1 (centres undefined) | 14 | 2.5%
COCCNC(=O)c1cccc(Nc2nc(-c3ccccc3)c3cc(Cl)ccc3n2)c1 | 5 | -1.0%
Fc1c(F)c(C(F)(F)F)c(F)c(F)c1N/N=C\c1cccs1 | . | 4.2%
COc1ccccc1N1CC(C(=O)Nc2nnc(SCc3ccccn3)s2)CC1=O (centres undefined) | 5 | -1.2%
CCC(C)(C)NC(=O)C(c1cccc(OC)c1OC)N(CCC(C)C)C(=O)CCC(=O)Nc1cc(C)on1 (centres undefined) | 7 | 0.7%
COc1ccc(C(NC(=O)c2ccc(=O)[nH]c2)C(=O)Nc2ccc(C(C)C)cc2)cc1 (centres undefined) | . | -1.5%
CCOC(=O)C(NC(=O)CC)(Nc1ccc(C(O)(C(=O)OCC)C(F)(F)F)cc1C)C(F)(F)F (centres undefined) | 4 | 1.5%
O=C(c1c(F)c(F)c(F)c(F)c1F)N(Cc1ccccc1)Cc1ccccc1 | . | -1.8%
O=C(C[N+]12CCN(CC1)CC2)NCCc1ccc(Cl)cc1Cl | 13 | -4.8%
CCCCCN(C(=O)CCCSc1nncs1)c1c(N)n(CCCC)c(=O)[nH]c1=O | . | -1.9%
CCOC(=O)c1cnc(N2CCOCC2)[nH]c1=O | . | -7.4%
O=C(NCCN1CCCC1)c1cccc(Cl)c1 | -9 | -7.0%
O=C1CC(Nc2ccccc2)C(=O)N1Cc1ccccc1 (centres undefined) | 14 | -5.4%
Cc1oc(CC(C)C)cc1C(N)=O | 6 | 1.8%
O=C(CSCc1ccccc1Br)N/N=C/c1ccc(OCC(=O)N2CCCCC2)cc1 | 4 | -0.5%
CN1CC(=O)N(CC(=O)Nc2ccc3c(c2)CCC3)C1=O | -7 | -2.8%
CCCC(=O)Nc1ccc(C(=O)N/N=C/c2ccc([N+](=O)[O-])o2)cc1 | -15 | -1.2%
C#C[C@]1(O)CC[C@H]2[C@@H]3CCc4cc(OC)ccc4[C@H]3CC[C@@]21C | . | -5.7%
Cc1cc(N)c(-n2cc3c(=O)n(C)c(=O)n(C)c3c2)cc1C | 8 | 0.3%
Cc1cc(C)c(NC(=O)CS(=O)CC(=O)NC2CCCc3ccccc32)c(C)c1 (centres undefined) | -1 | 2.4%

The closing three records of the part before are carried over, then new ones follow:
SMILES | RmlCD inh 1536 | GlmU inhibition
C#C[C@]1(O)CC[C@H]2[C@@H]3CCc4cc(OC)ccc4[C@H]3CC[C@@]21C | . | -5.7%
Cc1cc(N)c(-n2cc3c(=O)n(C)c(=O)n(C)c3c2)cc1C | 8 | 0.3%
Cc1cc(C)c(NC(=O)CS(=O)CC(=O)NC2CCCc3ccccc32)c(C)c1 (centres undefined) | -1 | 2.4%
CC(=O)Nc1ccc(S(=O)(=O)N(C)CCOCc2ccccc2)cc1 | . | 5.4%
COc1ccc(CCNC(C)CCc2ccc(OC)cc2)cc1 (centres undefined) | 13 | 4.7%
COc1ccccc1NS(=O)(=O)c1cc(NC(=O)CNC(=O)c2ccccc2)ccc1C | 75 | 2.9%
O=C(Nc1ccc([N+](=O)[O-])cn1)C1CCCCC1 | 2 | -2.7%
COc1ccc(Cl)cc1NC(=S)NCCSc1ccc(C)cc1 | 73 | -0.8%
O=C(CSc1nc2ccccc2o1)NC(=O)NCc1ccccc1 | 6 | -3.1%
CN(CCNC(=O)c1ccc(/C=N/O)nc1)Cc1ccccc1 | 4 | 2.6%
CCc1c(O)nc(SCC(=O)Nc2ccc(C)cc2)n(C2CCCCC2)c1=O | 23 | 0.7%
COc1ccccc1C(C)NC(=O)CCOc1cccc(C)c1 (centres undefined) | -9 | 8.1%
O=C(O)/C=C/c1ccc2c(-c3ccccc3)onc2c1 | -3 | 1.2%
Cc1cc(=O)oc2cc(OCC(=O)OCC(=O)Nc3c(C)n(C)n(-c4ccccc4)c3=O)ccc12 | -7 | 4.1%
CC(NC(=O)c1cn(C)c2ccc(S(=O)(=O)N3CCCC3)cc2c1=O)c1ccc2c(c1)OCCO2 (centres undefined) | -8 | 3.5%
COc1cc(NC(=O)c2ccc(COCC(F)(F)F)o2)cc(OC)c1OC | . | -2.2%
CCO[C@@H]1OC(C(=O)NCc2ccccc2)=C[C@H](C2CC2)[C@H]1CCCO | . | 1.4%
CN=C1SC(CC(=O)Nc2ccc(N3CCOCC3)cc2)C(=O)N1C (centres undefined) | -8 | 2.2%
O=C(/C=C/c1ccccc1)Nc1cccc(C(=O)O)c1 | 14 | 3.6%
CCn1c2ccccc2c2nnc(SCc3ccc(C(=O)OC)o3)nc21 | -9 | 1.8%
CC(=O)CCc1oc2ccc(C)cc2c1-c1ccc(C)o1 | -9 | 6.0%
C=CCn1c(SCc2ccc(C(=O)Nc3nccs3)cc2)nnc1-c1ccc(C)c(Cl)c1 | -1 | -0.5%
C/C(=N\NC(=O)NC1CCCCC1)c1ccc(OC(F)F)cc1OC(F)F | -10 | 1.5%
CCO[C@H]1OC(C(=O)Nc2ccccc2)=C[C@@H](C2CC2)[C@@H]1CCCO | . | -4.8%
CC1CCc2c(sc3ncnc(NCc4cccnc4)c23)C1 (centres undefined) | -9 | -3.8%
Cc1cc2nsnc2c(S(=O)(=O)NCC(=O)O)c1C | . | -2.0%
O=C(c1cc2ccccc2s1)N1CCOCC1 | 1 | 0.4%
COc1cccc(CC(NC(C)=O)C(=O)NC2CCN(c3nnnn3-c3ccccc3)CC2)c1 (centres undefined) | 19 | 3.6%

Three compounds drawn at random from the list so far:
SMILES | RmlCD inh 1536 | GlmU inhibition
COc1ccccc1C(C)NC(=O)CCOc1cccc(C)c1 (centres undefined) | -9 | 8.1%
CC(NC(=O)c1cn(C)c2ccc(S(=O)(=O)N3CCCC3)cc2c1=O)c1ccc2c(c1)OCCO2 (centres undefined) | -8 | 3.5%
CCC(C)(C)NC(=O)C(c1cccc(OC)c1OC)N(CCC(C)C)C(=O)CCC(=O)Nc1cc(C)on1 (centres undefined) | 7 | 0.7%

Further compounds
SMILES | RmlCD inh 1536 | GlmU inhibition
COc1ccc(N(CC(O)Cn2nnc3ccccc32)S(=O)(=O)c2ccc(C)cc2)cc1 (centres undefined) | . | 1.5%
Cc1[nH]c2ccc(F)cc2c1CCN(Cc1cccnc1)C(=S)Nc1ccccc1 | 10 | -1.3%
COCCN1C(=O)C(=O)/C(=C(/O)c2ccc(C)cc2)C1c1ccccn1 (centres undefined) | . | 2.2%
N#C/C(C(=O)N1CCOCC1)=C1/SC(Cc2ccccc2Cl)C(=O)N1c1ccccc1 (centres undefined) | . | 0.7%
COC(=O)c1c(C)[nH]c(C(=O)OCc2ccc(F)cc2)c1C | . | 3.4%
O=C(NCCCN1CCCC1=O)c1cccc(N2CCCC2=O)c1 | -9 | 0.8%
COc1ccccc1NC(=O)C(=O)NNS(=O)(=O)c1ccc2ccccc2c1 | 7 | 3.1%
Cc1cccc2c1CC(C)(C)NC2=C(C#N)C#N | -4 | -0.4%
CC(=NCc1ccco1)c1c(O)n(-c2ccc(Cl)cc2)c(=O)[nH]c1=O | 4 | -1.3%
COc1ccc(NC(=S)NCc2ccccn2)cc1OC | 13 | -2.7%
C#CC[N+](CC)(CC)CC#Cc1cccc(Cl)c1 | 0 | -0.1%
Cc1c(C(=O)N2CCN(C)CC2)oc2ccc(S(=O)(=O)N3CCOCC3)cc12 | -1 | -3.2%
O=C(CCCCCNc1nc(=S)[nH]c2ccccc12)NCCc1ccccc1 | 26 | -0.3%
O=C(Nc1ccccc1Cl)Oc1ccc2ccccc2c1 | . | -1.7%
COc1cc2c(C(=O)N3CCOCC3)c(CSc3ccccc3)n(C)c2cc1Br | 8 | 2.7%
CCOC(=O)c1ccc(NC(=S)N2CCN(Cc3ccccc3)CC2)cc1 | . | 2.0%
CCOC(=O)C1CCN(CC(=O)Nc2c(C(=O)OC)[nH]c3ccc(Cl)cc23)CC1 | 46 | -1.4%
COc1ncnc2c1cnn2-c1ccccc1 | 5 | 3.4%
CCCc1nnc(SCC(=O)Nc2ccc(OCC)cc2)n1N | 2 | -3.3%
Cc1nnc(NC2=NCCC2)o1 | -12 | -1.0%
CCN(CC)C(=O)c1sc(N)c(C(=O)OC(C)C)c1C | . | -4.8%
C1CCC(c2nn3c(-c4n[nH]c5c4CCC5)nnc3s2)CC1 | . | 2.7%
S=c1nc(SCc2ccccc2)[nH]c2ccccc12 | 8 | -0.3%
COc1ccc(NC2=NC(=S)N(c3ccc(C)cc3)C23CCCCC3)cc1 | . | -2.2%
CC(=O)Oc1ccc(N(C(C)=O)S(=O)(=O)c2cccs2)c2ccccc12 | 7 | -1.8%

Brought forward from above: 2 entries, followed by the next part.
SMILES | RmlCD inh 1536 | GlmU inhibition
COc1ccc(NC2=NC(=S)N(c3ccc(C)cc3)C23CCCCC3)cc1 | . | -2.2%
CC(=O)Oc1ccc(N(C(C)=O)S(=O)(=O)c2cccs2)c2ccccc12 | 7 | -1.8%
COc1ccc(-n2c(SCC(=O)Nc3ccccc3)nc3c(c2=O)SCC3)cc1 | -12 | -0.6%
Cc1ccc(-c2nn(-c3cccc(F)c3)cc2CNCCc2ccncc2)o1 | -12 | 1.3%
Cc1cc(C)n(S(=O)(=O)/C=C/c2ccccc2)n1 | . | -1.0%
CCn1c(COc2ccccc2C)nnc1SCC(=O)NCc1ccccc1 | 18 | 4.3%
Cc1cc(C)c2c(SC(C)C)nc(N)nc2n1 | -6 | -0.1%
Cc1c(C(=O)OCC(=O)Nc2c(C)n(C)n(-c3ccccc3)c2=O)oc2ccccc12 | . | 1.1%
Cc1noc(C)c1CSCC(=O)N1CCN(c2ccc(F)cc2)CC1 | 7 | 2.9%
O=C(NC1=NCCS1)c1sc2ccccc2c1Cl | . | 0.9%
CN1CCN(S(=O)(=O)c2cccc(C(=O)N(c3ccccn3)C3CCCCC3)c2)CC1 | 10 | -3.7%
C=CCN(CC(=O)c1sc(C(=O)OCC)nc1C)c1cccc(Br)c1 | . | 0.9%
COC(=O)c1ccc(C(C2C(=O)CC(C)(C)CC2=O)C2C(=O)CC(C)(C)CC2=O)cc1 | . | 7.4%
CCC(CO)(C(=O)OC1C[N+]2(C)CCC1CC2)c1ccccc1 (centres undefined) | -11 | -0.5%
N#Cc1cc(N)c(Nc2ccccc2)cc1C#N | . | -0.5%
COc1ccc(/C=N\NC(=O)CNC(=O)C(c2ccccc2)c2ccccc2)cc1[N+](=O)[O-] | 1 | -3.7%
COc1ccccc1Nc1nnc(SCc2cc(=O)n3cc(C)ccc3n2)s1 | . | 2.5%
COc1cccc(OC)c1/C(O)=C(\C#N)c1nc2ccccc2[nH]1 | -8 | 0.8%
CC(=O)C1=C(O)C(=O)N(CCC(=O)O)C1c1ccccc1[N+](=O)[O-] (centres undefined) | -10 | -0.6%
O=[N+]([O-])c1cc(-c2n[nH]c(-c3ccccc3)n2)cc([N+](=O)[O-])c1 | . | -0.5%
COC(=O)C(=Cc1ccc(OCc2ccc([N+](=O)[O-])cc2)c(OC)c1)C(=O)OC | 13 | 1.1%
O=C(N=Nc1c(O)[nH]c2ccc([N+](=O)[O-])cc12)c1ccccc1Cl | 4 | -1.3%
CCOC(=O)NC(=O)CSc1nc2ccc(OCC)cc2[nH]1 | -1 | .
Cc1ccc(C(=O)/C=C/c2ccc3c(c2)OCO3)o1 | -4 | -0.3%
CCn1ccnc1C(O)c1ccc(N(C)C)cc1 (centres undefined) | . | 6.2%
CC(C)c1nc(SCC(=O)Nc2ccc3c(c2)OCO3)n[nH]1 | -4 | -0.7%
CCc1c(C)nc(N)nc1N1N=C1SC | -3 | 0.9%

Arranged by molar mass (largest number first): part of the list above.
SMILES | RmlCD inh 1536 | GlmU inhibition
Cc1c(C(=O)OCC(=O)Nc2c(C)n(C)n(-c3ccccc3)c2=O)oc2ccccc12 | . | 1.1%
CCn1c(COc2ccccc2C)nnc1SCC(=O)NCc1ccccc1 | 18 | 4.3%
O=C(NC1=NCCS1)c1sc2ccccc2c1Cl | . | 0.9%
Cc1cc(C)c2c(SC(C)C)nc(N)nc2n1 | -6 | -0.1%

(continued)
SMILES | RmlCD inh 1536 | GlmU inhibition
O=C(c1ccccc1)N1CCN(c2ccc([N+](=O)[O-])c(NCc3cccnc3)c2)CC1 | . | -15%
Cc1ccc(C)c(C(=O)NC2CC(C)(C)NC(C)(C)C2)c1 | 15 | 0.7%
C=C1C(=O)[C@@]23[C@H](O)C[C@@H]4C(C)(C)CC[C@H](O)[C@@]4(C)[C@@H]2CC[C@@H]1[C@H]3O | . | 0.9%
O=C(Cn1cnc(Cl)c1Cl)c1ccccc1 | 12 | -5.4%
Cc1ccc(S(=O)(=O)N2CCOC2CNC(=O)C(=O)NCCc2ccccc2)cc1 (centres undefined) | 4 | 0.0%
CNS(=O)(=O)c1cccc(C(=O)Nc2cccnc2)c1 | 18 | 4.8%
COc1ccc(-n2c(-c3cccc(OC)c3)nc(=S)c3c2CCCC3)cc1 | . | 1.6%
COc1ccc(S(=O)(=O)N2C3CCC2CC(NC(=O)C2CC2)C3)cc1 (centres undefined) | . | 0.2%
COc1cccc(N2CCN(c3ncnc4c3[nH]c3ccc(F)cc34)CC2C)c1 (centres undefined) | . | -4.9%
COc1cccc(C2c3[nH]c4ccccc4c3CCN2Cc2cccn2-c2ncccn2)c1 (centres undefined) | 24 | 7.6%
O=C(Nc1ccc2c(c1)OCCO2)C1CCN(S(=O)(=O)c2cccs2)CC1 | 10 | -2.2%
Cc1ccc(C(=O)CSc2nnc(CNc3nc(-c4ccccc4)cs3)n2C)cc1 | 5 | -1.1%
CCOC(=O)C1CCN(c2ncnc3c(C)csc23)CC1 | 11 | -0.9%
